# Screening data: PubChem, Sanford-Burnham Center for Chemical Genomics
# tim10-1 inh – growth inhibitors of tim10-1 mutant yeast. S. cerevisiae tim10-1 ts strain growth, BacTiter-Glo, 24 h. inhibition, % at 20 µM. actives 2.2% (n = 330,000). AID 463190;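 active means inhibition of at least 40%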;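 further: mutant grown at 25 °C; 0% = DMSO wells with yeast and 100% = wells holding no yeast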
# MIN6 prolif – inducers of beta-cell replication in MIN6 cells; MIN6 cells proliferation, ATPlite luminescence, 48 h; cells starved in 0.2% serum; 100% = growth in 10% serum; proliferation, % at 10 µM; actives 0.29% (n = 330,000);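 active means compounds whose signal lies at least 3.5 SD above the mean of all wells on their plate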;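 further: 0% = DMSO-treated cells in low-serum medium and 100% = 10% serum control; some compounds called inactive have numbers as strong as hits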
# NALP3 yeast inh – NALP3 inhibition in yeast; actives 0.39% (n = 330,000); Yeast reconstituted NLRP3/ASC/caspase-1, beta-gal luminescence, 24 h; inhibition, % at 10 µM;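 active means inhibition of 50% or more; inactive means inhibition below 50%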;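 further: plate controls were induced DMSO wells for no effect and uninduced yeast grown without galactose for full effect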
# APJ antagonist – antagonists of human APJ apelin receptor | inhibition, % at 20 µM | actives 0.32% (n = 330,000) | P35414 | CHO-K1 APJ beta-arrestin complementation, luminescence;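 active means inhibition above about 40% at 20 µM, limit read from the data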;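 further: cells challenged with 10 nM apelin-13 agonist together with compound; plate controls were apelin-13 plus DMSO wells for no effect and DMSO wells lacking apelin-13 for full effect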
# Target sequence (P35414 whole entry, looked up): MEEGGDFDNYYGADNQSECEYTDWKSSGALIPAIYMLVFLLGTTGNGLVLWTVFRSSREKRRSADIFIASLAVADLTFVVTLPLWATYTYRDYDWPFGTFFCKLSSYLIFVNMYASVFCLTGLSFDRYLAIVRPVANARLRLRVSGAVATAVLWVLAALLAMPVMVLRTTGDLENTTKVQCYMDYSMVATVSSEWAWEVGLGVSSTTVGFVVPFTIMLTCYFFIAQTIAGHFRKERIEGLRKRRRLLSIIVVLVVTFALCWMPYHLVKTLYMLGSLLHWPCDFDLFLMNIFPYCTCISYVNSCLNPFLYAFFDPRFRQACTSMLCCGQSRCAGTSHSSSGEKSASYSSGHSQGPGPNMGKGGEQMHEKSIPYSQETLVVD
# NR3A LBD binder – modulators (binders) of human NR3A ligand-binding domain. NR3A LBD differential scanning fluorimetry, Tm shift; 0% = protein alone, 100% = glycine-bound protein. Tm shift relative to glycine control, % at 25 µM. actives 2.5% (n = 340,000). AID 1259313;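 active means melting temperature shift of at least 10% of the positive control shift, at one fixed dose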
# TIM10 inh – growth inhibitors of TIM10 yeast strain. S. cerevisiae TIM10 strain growth, BacTiter-Glo luminescence, 24 h. actives 1.4% (n = 330,000). inhibition, % at 10 µM;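 active means inhibition of 40% or more at the single tested concentration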;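 further: wild-type TIM10 isogenic control strain grown at permissive 25 °C; 0% = DMSO yeast wells and 100% = minimal medium wells without yeast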
# MPTP block – blocks calcium-induced mitochondrial swelling; isolated mouse mitochondria, Ca2+ swelling absorbance, 30 min; inhibition, % at 10 µM; actives 1.4% (n = 360,000);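 active means inhibition of 50% or more, scaled per plate between neutral and stimulator controls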;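 further: 0% = DMSO wells given calcium and 100% = 1 mM EGTA wells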
# APJ agonist – APJ receptor agonism; P35414; CHO-K1 APJ PathHunter beta-arrestin, luminescence; 0% DMSO wells, 100% apelin; activation, % at 20 µM; actives 0.11% (n = 330,000);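 active means activation more than six SD over the plate average, tested at 20 µM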;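 further: 0% = DMSO alone and 100% = apelin-13 at 10 nM; some results filed as inactive read as strong as hits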
#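 Test system: CHO-K1 APJ beta-arrestin complementation cell line | Compound: Single test compound dose, 20 µM final, 1% DMSO | Incubation: Compound 90 min 25 °C, reagent 1 h | Measured by: beta-gal luminescence | Read-out basis: APJ–arrestin association signal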
# tim23-1 inh – inhibits growth of tim23-1 mutant yeast. S. cerevisiae tim23-1 growth, BacTiter-Glo luminescence, 24 h. inhibition, % at 20 µM. actives 1.3% (n = 330,000);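 active means growth inhibition of the mutant yeast at or above 50%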;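 further: temperature-sensitive mutant grown at 25 °C; plate controls were DMSO-treated mutant yeast for no effect and medium wells lacking yeast for full effect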
# * hit, by the source's call; . = no result given. An unsorted share of the library; 7.2% or so of the library scored in one or more.
SMILES,tim10-1 inh,MIN6 prolif,NALP3 yeast inh,APJ antagonist,NR3A LBD binder,TIM10 inh,MPTP block,APJ agonist,tim23-1 inh
Cc1cc(C(=O)N2CCCC(C(=O)c3cccc(C(F)(F)F)c3)C2)nc(C)n1 (stereo unspecified),14,-4,6,-16,-1,5,0.1,-3,14
CCSc1nnc(NC(=O)COc2cccc3ccccc23)s1,-4,-2,28,-16,-3,-1,0.5,3,-2
CCCn1c(N)c(C(=O)COC(=O)c2cccc(S(=O)(=O)N3CCOCC3)c2)c(=O)[nH]c1=O,-14,-2,-3,8,-1,7,1.4,-2,-12
CN(C)C=NC(=O)/C(C#N)=C/c1ccccc1,18,-2,12,2,-3,-1,1.0,-5,-4
COc1ccccc1CNC(=O)C1CC(c2ccccc2[N+](=O)[O-])=NO1 (stereo unspecified),3,-3,8,-40,0,8,-1.7,5,8
O=C(COC(=O)CNS(=O)(=O)c1ccc(F)c(F)c1F)NCCc1ccccc1,15,-4,8,9,-1,3,-1.1,9,0
COC(=O)c1ccc(OC(=O)CCN2c3ccccc3Sc3ccccc32)cc1,30,0,-5,-14,-1,-6,2.0,-2,11
CC(=O)Nc1ccc(S(=O)(=O)NCC(=O)NCCc2ccc(S(N)(=O)=O)cc2)cc1,-13,-3,12,-11,-1,-2,-1.5,1,8
NC(=NCc1ccco1)NC(=O)c1ccc(Cl)cc1,-9,-1,31,-34,-7,-30,2.8,-2,-5
Cc1ccc2nc(SCC(=O)N3CCN(C(=O)c4ccco4)CC3)[nH]c2c1,2,0,19,-7,-2,3,-8.0,0,10
COc1ccc(OCC(=O)Nc2ncc3c(n2)CC(C)(C)CC3=O)cc1,11,0,-7,10,-2,11,-0.3,-4,-5
CCCc1cc(=O)[nH]c(SCc2cc(=O)oc3c(C)c(C)ccc23)n1,10,0,10,12,-16,4,-21,-1,-2
FC(F)(F)c1cccc(N2CCN(CC3CC=CCC3)CC2)c1 (stereo unspecified),6,1,5,4,4,24,1.4,-4,-6
CC(=O)Nc1ccc(CN2CCN(CCC(C)C)C(CCO)C2)cc1 (stereo unspecified),11,-2,-1,7,-4,10,-1.8,-1,12
O=C(Nc1cccc(-c2csc(Nc3ccc(Cl)cc3)n2)c1)c1ccccc1,21,-8,11,-60,25*,39,1.0,4,39
CCOC(=O)c1c(C)[nH]c(C(=O)CN2C(=O)NC3(CCCC3)C2=O)c1C,15,3,-12,-7,2,-10,1.6,-3,4
Cc1c(Cl)c([N+](=O)[O-])nn1Cc1ccc(C(=O)NN)o1,-3,-3,9,-26,-1,5,0.3,6,10
O=C(Nc1nc(-c2ccco2)c(-c2ccco2)s1)c1ccc(F)cc1F,40*,-5,5,-52,-1,16,-0.1,2,25
O=C(CCSc1ccccc1)NC(=O)COC(=O)c1ccc(OC(F)F)cc1,19,-2,18,-23,-8,13,1.3,-5,17
COC1=C(C)C(O)=C(C(=O)/C=C/c2ccccc2)C(=O)C1(C)C,44*,-8,13,7,-2,18,-0.1,2,57*
CC(C)(C)NC(=O)c1cccc(NC(=O)c2ccc3c(c2)C(=O)N(C(C)(C)C)C3=O)c1,1,-2,6,12,-3,3,35,5,14
O=C(/C=C/c1cccc(Cl)c1)NCc1ccccc1,8,-4,28,-4,-2,12,0.8,-5,35
O=C(COC(=O)c1ccc2c(c1)OCO2)NC1CCS(=O)(=O)C1 (stereo unspecified),10,1,11,4,0,3,3.7,-4,-2
c1cn2c(NC3CCCC3)c(-c3ccc(N4CCOCC4)cc3)nc2cn1,12,-5,5,-1,-3,-1,2.3,-1,23
COc1cc(OC)cc(C(=O)NCC(=O)NCC(c2ccco2)N2CCCCC2)c1 (stereo unspecified),-10,-4,12,-1,0,2,0.4,0,-5

# New compounds follow.
SMILES,tim10-1 inh,MIN6 prolif,NALP3 yeast inh,APJ antagonist,NR3A LBD binder,TIM10 inh,MPTP block,APJ agonist,tim23-1 inh
Cc1cccc(NC(=S)NCCC(c2ccccc2)c2ccccc2)c1,28,0,20,-2,10,31,87*,0,30
COc1ccc2oc(=O)c(C(=O)Nc3cccc(C)c3)cc2c1,16,-2,23,17,-2,3,4.3,-2,-8
COc1ccc(Br)cc1S(=O)(=O)N1CCOCC1,14,0,11,-1,2,7,4.0,-3,6
CC(NC(=O)Cc1ccc(S(=O)(=O)N2CCOCC2)s1)c1ccc(Cl)cc1Cl (stereo unspecified),16,-1,3,-14,-12,6,-0.1,-5,17
Cc1ccc(N2CC(C(=O)Nc3nnc(SCc4cccnc4)s3)CC2=O)cc1 (stereo unspecified),-1,0,4,14,2,-1,-1.8,2,6
CC1CC(C)CN(S(=O)(=O)c2cccc3nonc23)C1 (stereo unspecified),16,-2,25,11,0,-6,-0.6,7,14
O=S(=O)(NCc1ccc2c(c1)OCO2)c1cccc2cccnc12,25,1,7,0,-1,7,-0.6,2,3
CCCCCCCCOc1ccc(C(=O)O)cc1,-22,-2,35,-15,-1,-21,-0.9,0,10
CC1CCc2nn(CC(=O)NCCC3=CCCCC3)cc2C1 (stereo unspecified),33,-2,6,-45,1,12,-2.1,-6,35
O=C(c1ccco1)N1CCN(C(=O)c2cnn3cccnc23)CC1,-9,0,20,4,-1,8,-0.3,1,5
Cc1cc(C)c(N)cc1C,-14,0,15,-1,-1,-4,0.5,-2,-14
Cc1ccc(NC(=O)CCn2c(=O)oc3ccccc32)cc1,11,-3,3,-20,-1,-6,-0.5,-8,-6
CCOC(=O)N1CCN(C(=O)CCc2c(C)nc3nc(C)nn3c2C)CC1,4,1,9,17,-2,-13,-0.8,-2,0
C/C=C/c1ccc(OCC(=O)NNC(=O)CN(C)S(=O)(=O)c2ccc(C)cc2)c(OC)c1,-10,-3,0,-3,-4,-3,-2.6,-1,0
Cc1cc(NC(=O)CSc2nnc(-c3ccccc3Cl)o2)no1,-5,-3,25,26,-1,-14,1.5,0,-7
CCOc1ccccc1N(C)C(=O)C1CCN(S(=O)(=O)c2cccc3nonc23)CC1,28,1,2,13,0,23,1.4,0,31
Cc1c(NC(=O)c2ccc(F)cc2)c(=O)n(-c2ccccc2)n1C,-1,-3,17,21,-1,-18,-2.2,-4,-9
CCOc1ccc(CN2CCN(S(=O)(=O)c3ccc(NC(C)=O)cc3)CC2)cc1OC,23,-3,11,10,-1,21,0.1,0,19
Cn1c(-c2ccc3c(c2)OCO3)cnc1NCc1cccc(Cl)c1,-20,-4,2,14,1,-23,2.9,-5,-60
COc1ccc(-c2cc(CCCC(=O)NCCc3cc(OC)ccc3OC)no2)cc1,28,-1,22,-9,0,19,-0.2,-5,9
CC(C)c1ccc(N2C(=O)CC(Sc3ncn[nH]3)C2=O)cc1 (stereo unspecified),46*,-7,15,13,-1,69*,1.2,4,0
Cc1ccc(NC2=NC(c3ccccc3)n3c(nc(C)cc3=O)N2)c(C)c1 (stereo unspecified),8,1,8,22,-2,7,-1.0,2,17
Cc1ccc(-c2nnn(CC(=O)N3C(C)CCCC3C)n2)cc1 (stereo unspecified),-1,-2,14,-10,1,9,-0.2,-2,15
COc1c(Cl)cc(Cl)cc1C(=O)Nc1ccccc1N1CCN(C(C)=O)CC1,23,-1,-9,5,0,-4,3.8,-5,38
O=C(COC(=O)CCC(=O)N1CCOCC1)Nc1ccc(Br)cc1Br,-6,-1,9,-4,0,-3,0.1,1,8

# (list continues)
SMILES,tim10-1 inh,MIN6 prolif,NALP3 yeast inh,APJ antagonist,NR3A LBD binder,TIM10 inh,MPTP block,APJ agonist,tim23-1 inh
CCOc1cc(NC(=S)Nc2cccc(OC)c2)c(OCC)cc1NC(=O)c1ccc(C)cc1,26,-6,17,-5,-8,9,0.6,3,-6
C=C1CCC[C@]2(C)C[C@H]3OC(=O)C(CN4CCOCC4)[C@H]3C[C@@H]12 (stereo partly specified),51*,5,-16,15,1,24,0.9,-2,36
CC(=O)Nc1ccc(S(=O)(=O)NC2(C(F)(F)F)NC(=O)N(c3ccc(Cl)cc3)C2=O)cc1 (stereo unspecified),0,-1,-1,-1,4,-5,-0.5,-1,10
O=C(CN1C(=O)NC2(CCCC2)C1=O)c1ccc(Cl)s1,-1,3,17,5,.,-12,-2.8,-3,-4
CN1CCN(NC(=O)c2cc(-c3cccc(Cl)c3)nc3ccccc23)CC1,17,-4,7,-1,1,1,2.1,-3,1
CCCC(=O)c1ccc(-c2ccccc2)cc1,16,-2,20,-4,1,-1,-0.3,-1,20
Cc1ccc(N(CCC#N)C(=O)CSc2ccc3c(c2)OCCO3)cc1,26,0,15,-18,0,-3,-0.4,-1,18
CC(C)C[C@H](NC(=O)c1[nH]cnc1C(=O)N[C@H](C)c1ccccc1)C(=O)OC(C)(C)C,26,-7,15,2,-11,27,1.3,6,28
COc1cc(C(CCN2CCN(c3ccccc3)CC2)c2c(OC)cc(OC)c3ccc(=O)oc23)cc(OC)c1OC (stereo unspecified),6,-7,7,-1,1,7,0.3,-2,17
Nc1n[nH]c2ccccc12,11,-2,0,2,-2,6,1.8,-3,-1
C#Cc1ccc([C@H]2C=C(C(=O)OCC=C)O[C@@H](OCc3ccc(CO)cc3)C2)cc1,2,3,23,13,-6,-4,0.1,3,21
O=C(Cn1c(=O)oc2cc(S(=O)(=O)N3CCCC3)ccc21)N1CCN(C2CCCCC2)CC1,-22,-3,3,6,0,2,-1.0,-2,-3
CC1=C(c2ccc(C)cc2)S(=O)(=O)N(CC(=O)O)C1=O,8,-3,-8,-2,0,2,-0.4,-2,6
CCCCN(C(=O)C1CCC1)c1c(N)n(CC(C)C)c(=O)[nH]c1=O,14,-1,2,14,1,2,-0.1,3,-13
CSCCC(NC(=O)c1ccc(Cl)cc1)C(=O)OCC(=O)Nc1cc(Cl)ccc1C (stereo unspecified),-3,-1,8,5,-9,14,6.7,0,30
CC(=O)c1c(C)[nH]c(C(=O)Nc2ccccc2N2CCOCC2)c1C,-6,1,-15,9,-1,-8,-1.5,2,21
Cc1ccc(C(=O)Nc2sc(C)c(-c3ccccc3)c2C(N)=O)cc1[N+](=O)[O-],13,-1,0,25,-9,2,-2.7,-7,-3
COc1cc(OC)cc(C(=O)Nc2cc(C)on2)c1,-16,-2,27,13,-1,-6,0.0,1,-4
Cc1nc(C(C)N(C)Cc2nc(Cc3ccccc3F)no2)c(C)s1 (stereo unspecified),12,-2,10,0,0,6,0.0,-3,17
COc1cc(CNC(C)(C)C)cc(Br)c1OCc1cccs1,-1,-3,11,-6,2,13,0.0,-2,13
CCN(CC(=O)Nc1c(F)cccc1F)C(=O)C1CC(=O)N(CCc2ccccc2)C1 (stereo unspecified),7,-3,-7,23,2,6,-0.4,-2,7
Cc1ccc(CSc2nncn2-c2ccccn2)cc1,29,-3,-9,4,0,0,-1.1,-2,-2
CCCNC(=O)NC(=O)CN1C(=O)NC(C)(c2ccc3ccccc3c2)C1=O (stereo unspecified),-1,0,15,0,0,-9,0.4,-4,12

# Compound profiles (already shown). Values in the order: tim10-1 inh | MIN6 prolif | NALP3 yeast inh | APJ antagonist | NR3A LBD binder | TIM10 inh | MPTP block | APJ agonist | tim23-1 inh
# Entry for Cc1ccc(N(CCC#N)C(=O)CSc2ccc3c(c2)OCCO3)cc1 → 26 | 0 | 15 | -18 | 0 | -3 | -0.4 | -1 | 18
# Entry for CC(=O)Nc1ccc(S(=O)(=O)NC2(C(F)(F)F)NC(=O)N(c3ccc(Cl)cc3)C2=O)cc1 (stereo unspecified) → 0 | -1 | -1 | -1 | 4 | -5 | -0.5 | -1 | 10
# Entry for CC(C)C[C@H](NC(=O)c1[nH]cnc1C(=O)N[C@H](C)c1ccccc1)C(=O)OC(C)(C)C → 26 | -7 | 15 | 2 | -11 | 27 | 1.3 | 6 | 28
# Entry for CCOc1cc(NC(=S)Nc2cccc(OC)c2)c(OCC)cc1NC(=O)c1ccc(C)cc1 → 26 | -6 | 17 | -5 | -8 | 9 | 0.6 | 3 | -6
